Bioassay records from PubChem BioAssay.
GAA glycogen mod = inhibitors or activators of human alpha-glucosidase glycogen cleavage. P10253. recombinant GAA, glycogen substrate, Amplex Red glucose oxidase fluorescence. Potency, µM (series often up to 76.4 µM), without a hit: top-dose activity change, negative = inhibition, usual class: inhibitors. actives 0.38% (n = 300,000). AID 2100; active means well fitted inhibition curve with a large enough effect; inconclusive means small, poorly fitted or top-dose-only effect, or another doubt; inactive means no such curve, though single readings can be large or run the other way;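 further: 0% = full enzyme reaction and -100% = no-enzyme basal signal; the screen sought inhibitors and activators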
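Recombinant human enzyme (4 nM); glycogen substrate; 37 C, 40 min, pH 5.0. Readout: coupled glucose oxidase/Amplex Red fluorescence.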
Starred values were filed as active, the others as inactive; ? = inconclusive; & = joins results of further samples; [ ] = remark or other dose. Potency means the concentration at half of the fitted maximal effect. These rows are one share of the data, so the mix of outcomes need not match the whole.

structure,GAA glycogen mod
COc1ccccc1NC(=O)CSc1oc(-c2cccs2)nc1S(=O)(=O)c1ccc(Br)cc1,-9.6%[76.3 µM]
COc1cc(C(=O)Nc2ccc3nn(-c4ccc(F)cc4)nc3c2)cc(OC)c1OC,-8.5%[76.3 µM]
CC(C)Cn1c(=O)c2sccc2n2c(CCCC(=O)NC3CCCCC3)nnc12,0.1%[76.3 µM]
CCn1cc(CNC(=O)c2cc(-c3ccc(C)cc3)nc3ccc(Br)cc23)c(C)n1,10.9%[76.3 µM]
CCn1c(COc2ccccc2OC)nc2ccccc21,-2.8%[76.3 µM]
COc1ccc(CNC(=O)c2ccc3c(Cl)c4c(nc3c2)CCCC4)c(OC)c1,-7.6%[76.3 µM]
CCCCc1ccc(-n2nc3cc(C)c(NC(=O)c4ccc(C#N)cc4F)cc3n2)cc1,-9.8%[76.3 µM]
CC(=O)Nc1ccc(C(=O)OCC(=O)N2CCCC2)cc1,3.9%
O=C(Nc1cccc(Cl)c1)C(Cc1ccccc1)n1cccc1 (stereo not given),-9.9%[76.3 µM]
Cc1ccc(S(=O)(=O)NC(C(=O)N2CCOCCOCCOCCOCC2)C(C)C)cc1 (stereo not given),-9.0%
CCOC(=O)c1c(-c2ccccc2)oc2ccc(OCc3cccc(Br)c3)cc12,-4.7%[76.3 µM]
Cn1cc(CN2CCCC(CNS(=O)(=O)c3cccc4cccnc34)C2)cn1 (stereo not given),-3.2%[76.3 µM]
COc1ccc2oc(C(=O)OCC(=O)NC3CCCC3)c(C)c2c1,-2.8%[76.3 µM]
Cc1cccc(N2C(=O)CC(Sc3nccc(C)n3)C2=O)c1 (stereo not given),3.6%[76.3 µM]
CCSc1ncc(Cl)c(C(=O)N(Cc2ccc(C(C)(C)C)cc2)C2CCS(=O)(=O)C2)n1 (stereo not given),-1.6%[76.3 µM]

Laid out differently: results already given.
GAA glycogen mod | Structure
0.1%[76.3 µM] | CC(C)Cn1c(=O)c2sccc2n2c(CCCC(=O)NC3CCCCC3)nnc12
10.9%[76.3 µM] | CCn1cc(CNC(=O)c2cc(-c3ccc(C)cc3)nc3ccc(Br)cc23)c(C)n1
-2.8%[76.3 µM] | CCn1c(COc2ccccc2OC)nc2ccccc21
-7.6%[76.3 µM] | COc1ccc(CNC(=O)c2ccc3c(Cl)c4c(nc3c2)CCCC4)c(OC)c1

Part of the list above, as labelled records.
> Cc1cccc(N2C(=O)CC(Sc3nccc(C)n3)C2=O)c1 (stereo not given)
  GAA glycogen mod: 3.6%[76.3 µM]

> CCSc1ncc(Cl)c(C(=O)N(Cc2ccc(C(C)(C)C)cc2)C2CCS(=O)(=O)C2)n1 (stereo not given)
  GAA glycogen mod: -1.6%[76.3 µM]

Following part:
structure,GAA glycogen mod
CCc1ccc(C)c(OC(=O)c2cncc(Br)c2)c1,14.9%[76.3 µM]
CCn1cc(C(=O)N[C@@H](CCSC)C(=O)NCCCOC)c(=O)c2cc3c(cc21)OCO3,0.5%
CCn1c(SCC(=O)Nc2ccc(F)cc2F)nc2c(c1=O)SCC2,-20.7%[76.3 µM]
O=C(Nc1ccccc1C(=O)NC1CCCCC1)c1ccccc1,-4.4%[76.3 µM]
CCc1ccc(NC(=O)C2CCCN(S(=O)(=O)c3cccc4nonc34)C2)cc1 (stereo not given),12.7%[76.3 µM]
COc1cccc(NC(=O)CCNC(=O)N2CC(=O)Nc3ccccc32)c1,-11.1%[76.3 µM]
NS(=O)(=O)c1ccc(NC(=O)COc2ccc(S(=O)(=O)N3CCCC3)cc2)cc1,8.1%
COc1ccc(CCNC(=O)C2CCC(=O)N(CCc3ccc(OC)cc3)C2)cc1 (stereo not given),1.9%[76.3 µM]
N#CCc1ccc(NC(=O)c2ccccc2C(=O)Nc2ccc(CC#N)cc2)cc1,0.9%
Fc1ccc(-[n+]2nc(Nc3ccccc3)sc2-c2c3ccccc3cc3ccccc23)cc1,-18.5%[76.3 µM]
COC(=O)CN1C(=O)[C@H]2[C@@H](/C=C/c3ccccc3)N3C(=O)CN(Cc4ccccc4)C(=O)[C@@]3(C)[C@H]2C1=O,15.7%[76.3 µM]
Cc1cccc(OCC(O)Cn2c(N3CCCCC3)nc3c2c(=O)n(C)c(=O)n3C)c1 (stereo not given),8.3%
C/C(=N/NC(=O)CNC(=O)c1cccnc1)c1ccc(Cl)cc1,0.4%
COc1ccc(-c2cn(-c3ccc(C)c(C)c3)c(=S)[nH]2)cc1OC,?
Cc1ccc(C)c(C(=O)N2CCC(c3nc4c(nnn4Cc4ccccc4)c(=O)[nH]3)CC2)c1,-3.9%[76.3 µM]

Later entries
structure,GAA glycogen mod
CCCc1c(C(=O)N/N=C/C(C)=C/c2ccco2)nnn1-c1nonc1N,-7.6%[76.3 µM]
COc1ccccc1Nc1ncnc2sccc12,3.9%
CCn1cc(C(=O)N2CCN(c3ccccc3)CC2)c(=O)c2cc(S(=O)(=O)N3CCC(C)CC3)ccc21,15.6%[76.3 µM]
COc1ccc(C(=O)NN2CCOCC2)cc1,0.2%[76.3 µM]
C=CCOc1ccc(C(=O)Nc2ccccc2C(=O)NCc2cccnc2)cc1,-2.1%
Fc1ccc(-c2nnn(Cc3ccccc3Cl)n2)cc1,5.0%
Cn1c(=O)[nH]c(=O)c2c1nc(CN1CCN(c3ccccc3)CC1)n2Cc1c(F)cccc1Cl,9.0%[76.3 µM]
CCOn1c(=O)c(-c2cccc(Br)c2)[n+]([O-])c2ccccc21,1.5%[76.3 µM]
COc1ccc(CNC(=O)CCc2c(C)nc3c(c2C)c(=O)n(C)c(=O)n3C)cc1,-15.5%[76.3 µM]
CCOc1cc(OCC)cc(C(=O)Nc2cccc(-c3nc4ccccc4[nH]3)c2)c1,-1.0%[76.3 µM]
O=C(NCc1ccco1)C1CCCN1C(=O)Nc1ccc(Br)cc1 (stereo not given),13.9%[76.3 µM]
O=C(Nc1ccc(N2CCN(C(=O)c3ccco3)CC2)cc1)c1ccc([N+](=O)[O-])cc1Cl,-19.8%[76.3 µM]
O=C(NCc1ccc(Cl)cc1)N1CCc2ccccc2C1,2.0%
CCC1CCCCN1Cc1c(O)ccc2c(=O)c(Oc3ccccc3Cl)c(C(F)(F)F)oc12 (stereo not given),-17.9%[76.3 µM]
CC(NC(=O)C1CCN(S(=O)(=O)c2ccc3nc4c(c(C(=O)O)c3c2)CCCC4)CC1)c1ccccc1 (stereo not given),-29.4%[76.3 µM]

Later entries:
structure,GAA glycogen mod
CC(=O)Nc1ccc(NC(=O)CSc2ccc3nnc(-c4cccnc4)n3n2)cc1,5.1%[76.3 µM]
Cc1cc(NC(=O)CCC(=O)N(Cc2ccccc2)C(C(=O)NC2CCCC2)c2ccc(C)o2)no1 (stereo not given),-5.2%
COc1ccc(CNC(=O)C(C)NCc2ccc(S(N)(=O)=O)cc2)cc1 (stereo not given),8.8%
O=C(Nc1ccccc1O)c1ccc2c(c1)C(=O)N(N1C(=O)c3ccccc3C1=O)C2=O,-4.4%[76.3 µM]
COCc1ccc(C(=O)NC2CCCc3c2cnn3-c2ccc(C)c(C)c2)o1 (stereo not given),-8.6%[76.3 µM]
O=C(NNc1ccc([N+](=O)[O-])cc1)Nc1ccccc1,19.5%[76.3 µM]
COc1ccc(-n2ncc3c2ncn2nc(Cc4ccccc4)nc32)cc1,0.2%[76.3 µM]
CCC(C)[C@H](NC(=O)N1CCC(Cc2ccccc2)CC1)C(=O)O (stereo not given in full),-6.3%
COc1ccc(S(=O)(=O)N2CCCC(C(=O)NCC3CCCO3)C2)cc1Cl (stereo not given),-9.3%[76.3 µM]
COc1ccc(C#Cc2ccc3c(=O)c4ccccc4n(C)c3c2)cc1,0.2%[76.3 µM]
COCc1cc(NCc2ccc(Cl)cc2)nc(C)n1,-6.8%
CCc1nc2sc3c(N4CCCCC4)ncnc3c2c2c1CCCC2,6.3%[76.3 µM]
CC(C)(C)[C@H]1CCC(=O)N([C@H](CSc2ccccc2)Cc2ccccc2)CC1,7.5%[76.3 µM]
CCCCC1(C(=O)OCC)NC(c2ccc(O)cc2)C2C(=O)N(c3ccccc3)C(=O)C21 (stereo not given),11.5%[76.3 µM]
CCOC(=O)c1cc2c(=O)n3ccccc3nc2n(CC2CCCO2)c1=NC(=O)c1ccc(C(C)(C)C)cc1 (stereo not given),-0.9%[76.3 µM]

The listing continues.
Compound | GAA glycogen mod
Cc1ccc(S(=O)(=O)/N=C2/NC(=O)/C(=C/c3cc([N+](=O)[O-])ccc3O)S2)cc1 | -0.5%
O=c1[nH]cnc2c1C(c1ccccc1)c1c(nc[nH]c1=O)O2 | -4.1%
CCN(CC)c1ccc2cc(-c3nc(-c4cc(OC)c(OC)c(OC)c4)no3)c(=O)oc2c1 | -1.7%[76.3 µM]
Cc1cccc(NC(=O)C2CCCN(c3cnccn3)C2)c1 (stereo not given) | -10.0%[76.3 µM]
CCc1c(O)nc(SCC(=O)Nc2cc(C)on2)n(-c2ccccc2)c1=O | -21.3%[76.3 µM]
COCCn1c(SCC(=O)Nc2ccc(NC(C)=O)cc2)nc2ccccc2c1=O | -1.9%
O=C(c1ccco1)N1CCCC(N2CCN(c3ccccc3F)CC2)C1 (stereo not given) | -3.0%[76.3 µM]
O=C(C[C@H]1C(=O)N(Cc2ccccc2)C[C@@H]1Cc1ccccc1)Nc1ccccc1 | -15.5%[76.3 µM]
Cc1ccc(-c2cnc(C3CC3)o2)cc1S(=O)(=O)Nc1ccccc1 | -19.4%[76.3 µM]
COc1ccc(S(=O)(=O)N2CCN(Cc3ccc4c(c3)OCO4)CC2)cc1F | -0.1%
COc1ccc(-c2noc(N3CCC(C(=O)Nc4ccc(F)cc4)CC3)n2)cc1 | 8.4%[76.3 µM]
O=C(CCC(=O)Nc1ccccc1)N/N=C/c1ccc2c(c1)OCO2 | -3.1%[76.3 µM]
O=C(CN1CCCC1)Nc1sc2c(c1C(=O)Nc1ccc(Br)cc1)CCC2 | -3.2%[76.3 µM]
CCOC(=O)C1CCN(c2ccc(-c3cccs3)nn2)CC1 | -3.2%
Cc1ccc(S(=O)(=O)N2CCCC(C(=O)NC3CCCC3)C2)cc1 (stereo not given) | -2.0%[76.3 µM]

Going on with the list.
Compound | GAA glycogen mod
Oc1ccc(-c2nccc(-c3ccccn3)n2)cc1 | -17.8%
CCOC(=O)N1CCN(S(=O)(=O)c2ccc(C)cc2)CC1 | -2.1%[76.3 µM]
O=C(CNC(=O)c1ccccc1F)N/N=C/c1ccco1 | -3.2%[76.3 µM]
Cc1ccc(-c2nc3ncccc3o2)cc1NC(=O)C(C)(C)C | -1.2%[76.3 µM]
Cc1cc(NC(=O)C2CCN(S(=O)(=O)c3ccc(Br)s3)CC2)ccc1Br | -3.9%[76.3 µM]
Cc1ccc2c(c1)c1c3n2CCNC3CCC1 (stereo not given) | 8.3%[76.3 µM]
Cc1cccc2c(N=Nc3ccccc3)c(O)[nH]c12 | -5.6%
Cc1ccc(C(=O)c2c(N)c(-c3nc(-c4ccc5c(c4)OCO5)cs3)c3ccccn23)cc1C | 17.2%[76.3 µM]
CCOc1ccc(CCNC(=O)c2[nH]c3cc(OC)ccc3c2Sc2ccccc2)cc1OCC | -4.9%[76.3 µM]
COc1ccc(S(=O)(=O)NCCc2c[nH]c3ccccc23)cc1OC | 0.7%
COc1cccc(CNC(=O)CCCn2nc(C)n3c(cc4sccc43)c2=O)c1 | -2.9%&12.7%[76.3 µM]
CCC(C)c1ccc(S(=O)(=O)N2CCN(c3ccccn3)CC2)cc1 (stereo not given) | 9.9%[76.3 µM]
CC1CN(Cc2cc(=O)oc3cc(O)c(Cl)cc23)CC(C)O1 (stereo not given) | -6.8%[76.3 µM]
O=C(Cc1c(F)cccc1Cl)Nc1ccccn1 | 12.9%[76.3 µM]
COc1ccc(OC)c(S(=O)(=O)N2CCC(C(=O)NCc3ccncc3)CC2)c1 | 1.5%

Later entries:
Compound | GAA glycogen mod
CCC(=O)N1N=C(c2cccs2)CC1c1ccc(OC)cc1 (stereo not given) | -3.0%[76.3 µM]
CC(=O)c1cccc(-n2c(=O)c3c4c(sc3n(CC(=O)c3ccccc3)c2=O)CN(C(C)=O)CC4)c1 | 13.2%[76.3 µM]
COc1ccc(CCNC(=O)C(=O)NCC2OCCN2S(=O)(=O)c2ccc(Cl)cc2)cc1 (stereo not given) | 24.0%[76.3 µM]
COc1ccc(NC(=O)c2ccc3oc(=O)c(S(=O)(=O)c4ccc(F)cc4)cc3c2)c(OC)c1 | 19.1%[76.3 µM]
NS(=O)(=O)c1ccc(NC(=O)c2ccc3c(c2)CCN3S(=O)(=O)c2ccccc2)cc1 | 2.7%&11.8%[76.3 µM]
COCCn1c(=O)[nH]c2cc(C(=O)N3CCN(c4ccccc4F)CC3)ccc2c1=O | -5.7%[76.3 µM]
COc1ccc(-c2nnc(NC(=O)c3c(OC)cccc3OC)s2)cc1 | -2.4%[76.3 µM]
CCc1ccc(NC(=O)[C@H](C)NC(=O)C2CCN(C(=O)[C@@H](N)CC(C)C)CC2)cc1 | -0.4%
COc1ccc(CCNC(=O)c2ccc3c(c2)CCN3S(C)(=O)=O)cc1 | 19.4%[76.3 µM]
COc1cc2c(cc1OC)CN(CC(=O)Nc1cccc([N+](=O)[O-])c1)CC2 | 0.8%
COc1cc(OC)cc(-c2cc3nc(C)c(CCC(=O)NCCc4cccc(C)c4)c(C)n3n2)c1 | 14.4%[76.3 µM]
Cc1c(OCC(=O)NCC2CCC(C(=O)O)CC2)ccc2c(-c3ccccc3)cc(=O)oc12 (stereo not given) | 9.1%[76.3 µM]
Cc1ccccc1CN1CCN(C(=O)c2ccco2)CC1 | 2.1%
COc1ccc(-c2c(C)nn(-c3ccccc3)c2NC(C)=O)cc1OC | -13.2%[76.3 µM]
Cc1ccc(C(=O)NCCC(=O)N2CCC3(CC2)NCCc2[nH]cnc23)cc1C | 1.2%[76.3 µM]
COc1ccc(C(=O)COC(=O)CCNS(=O)(=O)c2ccccc2)cc1Br | -14.6%[76.3 µM]
O=C(O)Cc1sc(Nc2cccc3ccccc23)nc1-c1ccc(Cl)cc1 | -18.6%
